High-throughput results deposited in PubChem by several laboratories.
HIV fusion peptide: inhibitors of HIV fusion peptide binding, primary screen, biochemical, uHTS, fluorescence dequenching (AID 1986). cell-free peptide binding, fluorescence dequenching, 30 min; higher % means a stronger effect. inhibition, % at 20 µM, or IC50 in µM where a hit was titrated. 290,000 tested, 0.3% active; in the data active means inhibition mostly above about 52%, no sharp cut-off; inactive means mostly below about 76%; further: some results filed as inactive read as strong as hits
NTR1 agonist: agonists of NTR1, primary screen, imaging, U2OS cells, beta-arrestin-GFP, high content (AID 493036) | NTR1-U2OS beta-arrestin-GFP spot imaging, agonist mode | Neurotensin receptor type 1 (Homo sapiens), P30989 | activation, % at 20 µM | 330,000 tested, 0.17% active;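 active means activation at or above 40% of the spot to cytoplasm intensity ratio, with at least 20 cells analyzed; inconclusive means wells under 20 cells, flagged as cytotoxic or low count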;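 further: 0% = DMSO without peptide and 100% = 100 nM NTR1 peptide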
Target sequence (P30989 whole entry, looked up): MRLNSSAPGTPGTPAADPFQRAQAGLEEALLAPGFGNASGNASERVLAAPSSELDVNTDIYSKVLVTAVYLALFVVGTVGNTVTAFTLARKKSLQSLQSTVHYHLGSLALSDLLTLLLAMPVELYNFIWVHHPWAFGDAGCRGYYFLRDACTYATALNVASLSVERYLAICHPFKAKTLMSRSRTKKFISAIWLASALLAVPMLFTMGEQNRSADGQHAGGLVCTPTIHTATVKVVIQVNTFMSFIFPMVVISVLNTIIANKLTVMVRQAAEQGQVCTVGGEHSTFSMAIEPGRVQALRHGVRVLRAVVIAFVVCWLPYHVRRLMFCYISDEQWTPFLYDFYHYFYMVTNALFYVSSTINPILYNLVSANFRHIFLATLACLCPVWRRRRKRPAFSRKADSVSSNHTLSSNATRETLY
GPR35 arrestin U2OS: GPR35 antagonists blocking zaprinast-driven arrestin recruitment, primary screen, imaging, U2OS, beta-arrestin-GFP, zaprinast agonist (AID 2058) | G-protein coupled receptor 35 (Homo sapiens) | 290,000 tested, 0.052% active | inhibition, % at 10 µM, or IC50 in µM where a hit was titrated | U2OS GPR35 beta-arrestin-GFP translocation imaging, zaprinast antagonism; higher % means a stronger effect;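 active means inhibition of at least 50% with at least 30 cells and total cytoplasm GFP at most 10,000,000; inconclusive means under 30 cells or total GFP of 10,000,000 plus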
K1F lysis inhibition: inhibition of K1F phage lysis, E. coli UTI89, bacterial capsule biogenesis inhibitors, alamar blue (AID 488966); E. coli UTI89 K1F phage lysis, alamar blue, 2 h; higher % means a stronger effect; inhibition, % at 100 µM, or IC50 in µM where a hit was titrated; 340,000 tested, 0.02% active;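 active means phage lysis inhibition, versus mean bacterial control, above a set limit; inconclusive means no clear call, values can overlap the other calls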;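 further: capsule biogenesis inhibitors block K1F phage lysis so surviving cells raise fluorescence; higher fluorescence means more inhibition of phage lysis; actives were called in the ten point dose series up to 300 µM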
GPR55 activation: GPR55 agonists via beta-arrestin recruitment, primary screen, imaging, U2OS cells, beta-arrestin-GFP redistribution (AID 1961); 290,000 tested, 0.048% active; U2OS GPR55 beta-arrestin-GFP redistribution imaging; higher % means a stronger effect; G-protein coupled receptor 55 (Homo sapiens); one-dose activation, % at 10 µM; EC50 in µM for titrated hits;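 active means activation above 40% with more than 50 cells counted in the well; inconclusive means wells holding fewer than 50 cells, flagged as toxic or sparse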;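 further: U2OS osteosarcoma cells stably expressing GPR55 and beta-arrestin-GFP; plate controls were DMSO negative control for no effect and LPI positive control for full effect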
NS5 inhibitors: Dengue-2 NS5 methyltransferase inhibitors, primary screen, biochemical, confirmation dose response (AID 588689). Genome polyprotein (Dengue virus type 2 (strain 16681-PDK53)). Dengue-2 NS5 methyltransferase capping enzyme assay, biochemical; higher % means a stronger effect. inhibition, % at 25 µM, or IC50 in µM where a hit was titrated. 340,000 tested, 0.3% active; in the data active means a potency from the dose series; inconclusive means inhibition above about 29% without an active follow-up result
AID2073: inhibitors of Mint1-CaV2.2 protein interaction, biochemical, HTRF (AID 2073); HTRF protein-protein interaction, Mint1-CaV2.2; higher % means a stronger effect; inhibition, % at 20 µM, or IC50 in µM where a hit was titrated; Voltage-dependent N-type calcium channel subunit alpha-1B (Homo sapiens); 290,000 tested, 0.19% active; in the data active means inhibition mostly above about 51%, no sharp cut-off; inconclusive means no clear call, values can overlap the other calls; inactive means mostly below about 53%; further: some results filed as inactive read as strong as hits
Siah-1 displacement: Siah-1 peptide-binding antagonists, primary screen, biochemical, fluorescence polarization, rhodamine-plectin, uHTS (AID 1817); Siah-1 / rhodamine-plectin peptide fluorescence polarization; higher % means a stronger effect; one-dose displacement, % at 20 µM; IC50 in µM for titrated hits; E3 ubiquitin-protein ligase SIAH1 (Homo sapiens); 290,000 tested, 0.02% active;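 active means displacement of at least 50% at 20 µM, with a fluorescence ratio check between 0.3 and a set limit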;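 further: plate controls were Siah plus tracer with DMSO for no effect and tracer alone without Siah for full effect; strong numbers were not always called active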
GPR55 LPI antagonism: GPR55 antagonists blocking LPI-driven arrestin recruitment, primary screen, imaging, U2OS, beta-arrestin-GFP, LPI agonist (AID 2013); G-protein coupled receptor 55 (Homo sapiens); U2OS GPR55 beta-arrestin-GFP translocation imaging, LPI antagonism; higher % means a stronger effect; inhibition, % at 10 µM; hits with a dose series show IC50 in µM; 290,000 tested, 0.13% active;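 active means spots per cell inhibited over 60%, with over 100 cells counted and total cytoplasm intensity under 500,000; inconclusive means wells with under 100 cells, flagged as likely toxic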;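 further: U2OS cells stably carrying GPR55 and arrestin-GFP stimulated by 5 µM LPI near EC80; imaged beta-arrestin-GFP aggregate spots per cell after agonist stimulation; plate controls were LPI-stimulated DMSO wells for no effect and DMSO wells without LPI for full effect; some results filed as inactive read as strong as hits; confirmed hits need IC50 under 10 µM and bright autofluorescent wells are also inconclusive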
NTR1 agonist cell count 20 µM: further read-out of NTR1 agonist, marked with its call; cell count; measured here: cell count, cytotoxicity flag
* = called active by the depositor; ? = inconclusive; . = not tested or not shown; & = joins results of further samples; [ ] = another dose, or the depositor's remark.

Compound,NS5 inhibitors,AID2073,GPR35 arrestin U2OS,GPR55 LPI antagonism,K1F lysis inhibition,Siah-1 displacement,HIV fusion peptide,GPR55 activation,NTR1 agonist,NTR1 agonist cell count 20 µM
Cc1ccc(-c2csc(NC(=O)c3ccccc3Cl)c2C(=O)O)cc1,14.3%,48.1%,46.3%,4.2%,0.2%,3.2%,11.5%,-0.1%,3.4,79
COc1ccc(C(=O)NC2CCCN(Cc3ccc(Cl)cc3)C2)c(OC)c1 (configuration not stated),-6.8%,10.4%,-6.1%,4.3%,0.3%,-0.7%,1.6%,-0.1%,2.2,59
COCCNC(=O)C(=O)NCC(c1ccc2c(c1)OCO2)N1CCN(c2ccc(F)cc2)CC1 (configuration not stated),-9.7%,-2.0%,-11.5%,-10.4%,0.4%,0.9%,-1.2%,-0.2%,-0.9,53
CN(C(=O)CC1C(=O)NCCN1Cc1ccc(F)c(F)c1)C1CCCCC1 (configuration not stated),1.3%,-1.6%,6.3%,2.2%,0.1%,0.8%,-1.7%,-0.2%,4.3,46
CC(=O)/C=C(/C)NC(Cc1c[nH]c2ccccc12)C(=O)O (configuration not stated),0.7%&2.8%,-5.9%&9.0%,-2.3%&-1.1%,-12.5%&16.5%,0.0%&0.2%,-4.0%&-11.1%,-1.1%&3.6%,0.2%&-0.3%,-1.4&0.7,56&46
CCOc1ccccc1CNC(=O)CNC(=O)c1cccs1,-8.9%,2.1%,-13.6%,-13.4%,0.1%,3.7%,-1.1%,0.3%,0.7,67
CC(C)(C)C(=O)Nc1ccc(C(=O)NNC(=O)Cc2ccccc2)cc1,0.5%,1.3%,-3.3%,-6.5%,2.0%,3.5%,-1.9%,0.1%,0.0,42
CCc1ccc(-c2nc(CS(=O)CC(=O)NCCCN3CCC(C)CC3)c(C)o2)cc1 (configuration not stated),-12.3%,?,-2.5%,11.3%,0.3%,5.2%,0.9%,-0.3%,1.6,49
O=C(CNC(=O)c1ccc(Br)cc1)OCc1cc([N+](=O)[O-])cc2c1OCOC2,0.8%,3.4%,8.4%,12.1%,1.0%,0.7%,1.2%,0.5%,1.4,70
CCCOc1ccc(NC(=O)C2CC(=O)N3CCCN=C3S2)cc1 (configuration not stated),0.0%,-8.7%,0.5%,23.7%,-1.7%,2.6%,-1.0%,-0.2%,3.8,63
Cc1cccc2sc(N(CCCN(C)C)C(=O)COc3ccc(Cl)cc3)nc12,-4.6%,-0.3%,-0.4%,25.7%,0.8%[50 µM],-6.8%,-2.5%,-0.6%,8.3,53
CCOC(=O)c1ccc(NC(=O)C2CCN(S(=O)(=O)CC)CC2)cc1,-4.7%,-4.2%,-1.8%,0.5%,0.7%,-3.0%,0.0%,-0.2%,-1.7,79
COc1ccccc1-n1nnnc1SCc1cc2c(cc1Br)OCO2,-3.4%,1.4%,7.8%,1.0%,0.4%,1.9%,-1.7%,0.2%,2.2,55
COc1ccc(CCNS(=O)(=O)c2ccc(OC)cc2)cc1,-8.9%,13.1%,2.2%,.,0.0%,1.1%,0.6%,-0.1%,0.7,75
C=C(C)C1CC=C(C)/C(=N\NC(=O)CNc2cccc3ccccc23)C1 (configuration not stated),.,-14.3%,8.5%,-9.9%,2.4%,1.1%,2.6%,-0.3%,3.5,85
O=c1[nH]c2ccccc2nc1CCc1ccccc1,-3.0%,2.7%,-6.7%,-5.0%,0.2%,1.2%,2.2%,0.1%,3.4,56
CC1=C(C(=O)OC2CCCC2)C(c2ccc(C)o2)C2=C(CC(c3cccs3)CC2=O)N1 (configuration not stated),-9.9%,-3.2%,-18.1%,16.0%,0.9%,1.0%,6.5%,0.0%,9.1,52
O=C(CCC(=O)N1CCN(c2ccccc2F)CC1)N1CCN(c2ccccc2)CC1,-6.2%,4.4%,-3.6%,8.6%,-0.2%,-2.3%,0.9%,0.2%,0.7,64
Nc1c(/C=C2/C=CC(=O)C(O)=C2)c(=O)nc2sc(CC(=O)N3CCCC3)nn12,-70.5%,4.6%,0.0%,11.9%,1.2%,82.0%,38.9%,-0.2%,0.4,47
CCC(CCC(=O)Nc1ccn(-c2ccccc2)n1)C(=O)O (configuration not stated),-2.7%,8.2%,-6.2%,6.1%,-0.1%,-3.7%,0.8%,-0.1%,-1.5,41
CCOC(=O)c1c(O)cc(C)cc1Nc1ccccc1,-2.0%,14.3%,1.6%,-11.0%,0.1%[50 µM],-1.0%,1.4%,1.3%,3.9,79
COc1ccc(OC)c(Nc2nc3ccccc3n3cnnc23)c1,26.6%,-7.3%,4.0%,-14.1%,-0.3%,2.0%,-3.9%,-0.1%,4.8,59
COc1cc2c(C#N)c(N3CCN(c4ccccc4OC)CC3)nc(N)c2c(N)n1,5.5%,13.6%,-15.4%,-40.7%,0.5%,1.8%,3.1%,-0.3%,6.5,38
O=C(CCSCCc1ccccn1)Nc1c(F)cc(F)cc1Br,5.1%,-6.6%,6.2%,3.6%,1.7%,-5.7%,-1.5%,0.2%,-0.6,53
CC1(C)CC(=O)c2cnc3c(C#N)cnn3c2C1,-0.7%,2.6%,1.7%,-10.5%,-0.1%,1.8%,0.7%,0.2%,1.4,43
C=CCNc1nc(Nc2ccc([N+](=O)[O-])cc2)nc(OCC)n1,-8.1%,-4.1%,15.7%,3.9%,2.0%,2.3%,-1.6%,-0.4%,-2.7,50
CN(C(=O)CN1C(=O)/C(=C/c2ccccc2Cl)SC1=S)C1CCS(=O)(=O)C1 (configuration not stated),2.6%,-8.3%,8.0%,-17.0%,0.6%,-1.0%,-2.0%,0.2%,2.7,46
CC(=O)N(c1ccccc1C)S(=O)(=O)c1ccc(Cl)cc1,-19.8%,3.9%,-2.1%,5.2%,-2.1%,2.7%,-0.9%,0.8%,1.5,54
COC(=O)c1c(-c2ccc(C)cc2)csc1NC(=O)Cc1ccc(OC)c(OC)c1,-2.8%,-19.2%,7.0%,-2.3%,0.6%,0.7%,-2.8%,3.2%,.,.
CCOC(=O)C(=CNc1cscc1S(=O)(=O)C(C)C)C(=O)OCC,15.5%,5.4%,16.4%,-4.7%,-0.2%,4.3%,-0.8%,0.2%,1.3,54
Cc1ccc(S(=O)(=O)c2c(C)cc(C)nc2N2CCCC2)cc1,-1.6%,-7.6%,-14.0%,-15.9%,-0.2%,0.3%,-0.9%,-0.1%,0.8,59
CN1CCN(c2ccc(CNS(=O)(=O)c3ccsc3)cc2)CC1,.,-14.5%,-6.4%,-3.0%,.,-0.1%,-1.4%,-0.3%,-0.4,41
CC(C)c1ccccc1NC(=O)COC(=O)c1c2c(nc3ccccc13)CCN(Cc1ccccc1)C2,-8.0%,21.4%,-4.2%,13.3%,0.2%,-1.3%,5.3%,0.2%,4.3,92
COc1ccc(/C=N/NC(=O)CN2CCSCC2)cc1C,-8.7%,-0.9%,10.1%,9.5%,7.3%,-2.2%,-2.2%,-0.3%,0.2,49
O=C(Cc1nn[nH]n1)NCc1ccccc1Cl,0.7%,-4.3%,18.7%,13.1%,1.1%,-3.4%,-1.1%,0.2%,0.5,55
COc1ccc(CCNC(=O)COc2nncc3ccccc23)cc1,-5.5%,0.9%,-9.6%,8.6%,-0.2%,4.8%,0.7%,-0.4%,0.1,59
CC(=O)N1CCc2cc(S(=O)(=O)CCC(=O)NCc3ccc(C)o3)ccc21,-13.2%,3.5%,10.3%,17.7%,0.7%,3.7%,0.0%,-0.1%,1.2,68
CCOC(=O)C1CCN(C(=O)c2ccc(Cl)c(S(=O)(=O)N3CCCC3)c2)CC1,-4.8%,-3.5%,-3.4%,8.4%,0.6%[50 µM],2.8%,-1.0%,-0.1%,0.3,55
COC(=O)CSc1nc(-c2ccccc2)nc2ccc(F)cc12,-2.6%,13.2%,-4.6%,-1.9%,0.0%,-0.1%,0.2%,0.2%,9.5,97
COCCn1c(N)c(N(Cc2ccccc2)C(=O)C2=COCCO2)c(=O)[nH]c1=O,0.3%,-5.3%,7.4%,42.7%,1.6%[50 µM],-2.7%,0.1%,0.0%,-0.1,44
O=C(CCC(=O)N1CCN(c2ccc(F)cc2)CC1)c1ccc(Cl)cc1,-6.1%,8.9%,-1.6%,5.0%,0.5%,0.3%,5.1%,-0.2%,-1.5,62
COc1cc(NC(=O)CSc2nnnn2C2CCCC2)cc(OC)c1,-6.5%,-3.7%,4.2%,0.0%,0.2%,1.8%,-0.7%,-0.2%,-2.3,27
CCN(CC)c1nc(N2CCN(CCO)CC2)nc2ccccc12,.,0.2%,-2.7%,-5.5%,3.6%,-0.5%,1.2%,-0.3%,-0.7,62

Gathered by group, those above with two or more sulfur atoms
Compound,NS5 inhibitors,AID2073,GPR35 arrestin U2OS,GPR55 LPI antagonism,K1F lysis inhibition,Siah-1 displacement,HIV fusion peptide,GPR55 activation,NTR1 agonist,NTR1 agonist cell count 20 µM
CN(C(=O)CN1C(=O)/C(=C/c2ccccc2Cl)SC1=S)C1CCS(=O)(=O)C1 (configuration not stated),2.6%,-8.3%,8.0%,-17.0%,0.6%,-1.0%,-2.0%,0.2%,2.7,46
CCOC(=O)C(=CNc1cscc1S(=O)(=O)C(C)C)C(=O)OCC,15.5%,5.4%,16.4%,-4.7%,-0.2%,4.3%,-0.8%,0.2%,1.3,54
CN1CCN(c2ccc(CNS(=O)(=O)c3ccsc3)cc2)CC1,.,-14.5%,-6.4%,-3.0%,.,-0.1%,-1.4%,-0.3%,-0.4,41
